# EZH2 inh: EZH2/PRC2 methyltransferase inhibitors, primary screen, biochemical, DELFIA time-resolved fluorescence, single point | Histone-lysine N-methyltransferase EZH2 (Homo sapiens), Q15910 | inhibition, % at 12.5 µM | 57,000 compounds, 0.35% hits | PRC2 H3K27 methylation, DELFIA TRF, 1 h;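 active = mean inhibition of replicates at least 50% and every single replicate also reaching 50%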;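 note: dimethyl H3K27 on biotinylated H3 21-44 peptide detected by antibody; plate controls were median neutral control wells for no effect and median positive control wells for full effect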
# IDH1 mut inh: inhibitors of IDH1 R132H reductase, primary screen, biochemical, plate reader, single point; Isocitrate dehydrogenase [NADP] cytoplasmic (Homo sapiens), O75874; diaphorase/resazurin fluorescence, 60 min; inhibition, % at 10 µM; 70,000 compounds, 0.18% hits; in the data active = inhibition above about 34%;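 note: 0% = DMSO and 100% = no enzyme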
# Target sequence (O75874 whole entry R132H): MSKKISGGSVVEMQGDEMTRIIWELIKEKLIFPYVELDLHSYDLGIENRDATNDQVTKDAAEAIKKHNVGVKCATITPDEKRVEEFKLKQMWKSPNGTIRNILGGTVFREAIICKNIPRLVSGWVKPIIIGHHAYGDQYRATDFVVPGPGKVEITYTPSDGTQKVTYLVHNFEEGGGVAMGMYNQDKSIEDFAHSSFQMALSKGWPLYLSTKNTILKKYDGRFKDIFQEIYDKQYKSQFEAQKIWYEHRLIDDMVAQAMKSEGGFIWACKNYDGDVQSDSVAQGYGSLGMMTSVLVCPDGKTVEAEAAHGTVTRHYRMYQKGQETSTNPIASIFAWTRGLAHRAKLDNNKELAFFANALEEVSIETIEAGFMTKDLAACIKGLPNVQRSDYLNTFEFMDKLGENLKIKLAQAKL
# Numbers without * were called inactive; . = not tested or not shown. Not all compounds are listed; count on the stated rates, not on these rows.
# Value order – EZH2 inh | IDH1 mut inh
CO[C@@H]1CN(C)C(=O)c2cc(NC(=O)C3CCOCC3)ccc2OC[C@@H](C)N(CC2CC2)C[C@@H]1C
→ -6 | 0.1
CCCC#Cc1cnc2c(c1)C(=O)N([C@H](C)CO)C[C@H](C)[C@@H](CN(C)C(=O)Cc1ccncc1)O2
→ -10 | 21
Cc1ccc(S(=O)(=O)N[C@@H]2C=C[C@H](CC(=O)N3CCN(c4ccccc4)CC3)O[C@H]2CO)cc1
→ 10 | 0.3
O=C(C1=C[C@@H](c2ccc(C(F)(F)F)cc2)C[C@@H](OCCCCO)O1)N1CCN(Cc2ccccc2)CC1
→ -2 | .
C[C@@H]1CN([C@@H](C)CO)C(=O)Cc2cc(NC(=O)Nc3ccc4c(c3)OCO4)ccc2O[C@H]1CN(C)C(=O)Nc1ccc2c(c1)OCO2
→ . | -0.2
Cc1noc(C)c1NC(=O)N(C)C[C@H]1Oc2c(NS(=O)(=O)c3cn(C)cn3)cccc2C(=O)N([C@H](C)CO)C[C@H]1C
→ . | -1.3
O=C(O)C[C@H]1CC[C@@H](NC(=O)c2ccccc2F)[C@H](CO)O1
→ 7 | 0.1
Nc1ccc2nc(SCc3cccc(F)c3)sc2c1
→ 3 | -1.2
CO[C@H]1CN(C)C(=O)c2cc(NC(C)=O)ccc2OC[C@H](C)N(Cc2cccc(F)c2)C[C@@H]1C
→ -4 | -0.4
CCC(=O)N[C@H]1CC[C@H](CCn2cc(-c3cccc(OC)c3)nn2)O[C@@H]1CO
→ 11 | -0.3
O=C1CS(=O)(=O)C(c2ccccc2)N1c1ccc(-c2ccccc2)cc1 (stereo not given)
→ 9 | .
C[C@@H]1CN([C@@H](C)CO)C(=O)Cc2cc(NC(=O)NC3CCCCC3)ccc2O[C@H]1CN(C)C
→ . | 1.8
Cc1ccccc1-c1ccc2c(c1)O[C@H](CN(C)C(=O)Nc1ccc(F)cc1)[C@H](C)CN([C@@H](C)CO)S2(=O)=O
→ -4 | 0.2
C[C@@H]1CN([C@@H](C)CO)S(=O)(=O)c2ccc(C#CC3CCCC3)cc2O[C@@H]1CN(C)C
→ . | 0.0
C[C@@H]1CN([C@@H](C)CO)C(=O)c2cccc(NC(=O)c3ccc(-c4nccs4)cc3)c2O[C@@H]1CN(C)Cc1ccc(Cl)c(Cl)c1
→ . | 1.6
CC(=O)N(C)C[C@H]1Oc2cc(-c3ccccc3C)ccc2S(=O)(=O)N([C@@H](C)CO)C[C@H]1C
→ -14 | -0.3
CC(=O)c1cccc(NC(=O)CNS(=O)(=O)c2ccc(Cl)cc2)c1
→ -8 | -0.1
Cc1noc(C)c1NC(=O)N(C)C[C@@H]1Oc2ccc(NS(=O)(=O)c3ccc(F)cc3)cc2C(=O)N([C@H](C)CO)C[C@H]1C
→ . | 0.3
CCCN(C)C[C@@H]1OCCCC[C@@H](C)Oc2ccc(NC(=O)CCCCCC(=O)Nc3ccccc3N)cc2C(=O)N([C@H](C)CO)C[C@@H]1C
→ -11 | -0.1
CNC[C@@H]1Oc2cc(C#Cc3cccc(OC)c3)ccc2S(=O)(=O)N([C@H](C)CO)C[C@H]1C
→ -2 | -2.1

# Record cards (already shown). Order of screens: EZH2 inh | IDH1 mut inh
# CNC[C@@H]1Oc2cc(C#Cc3cccc(OC)c3)ccc2S(=O)(=O)N([C@H](C)CO)C[C@H]1C in the list: -2 | -2.1
# C[C@@H]1CN([C@@H](C)CO)C(=O)c2cccc(NC(=O)c3ccc(-c4nccs4)cc3)c2O[C@@H]1CN(C)Cc1ccc(Cl)c(Cl)c1 in the list: . | 1.6
# Cc1noc(C)c1NC(=O)N(C)C[C@H]1Oc2c(NS(=O)(=O)c3cn(C)cn3)cccc2C(=O)N([C@H](C)CO)C[C@H]1C in the list: . | -1.3
# Nc1ccc2nc(SCc3cccc(F)c3)sc2c1 in the list: 3 | -1.2
# CCC(=O)N[C@H]1CC[C@H](CCn2cc(-c3cccc(OC)c3)nn2)O[C@@H]1CO in the list: 11 | -0.3

# Additional records follow.
# Value order – EZH2 inh | IDH1 mut inh
C[C@H](CO)N1C[C@H](C)[C@@H](CN(C)Cc2ccccc2)Oc2ccc(NC(=O)Nc3ccccc3)cc2C1=O
→ 0 | 2.5
COCC(=O)N(C)C[C@@H]1Oc2cc(-c3ccc(F)cc3)ccc2S(=O)(=O)N([C@@H](C)CO)C[C@H]1C
→ -2 | -2.9
C[C@@H]1CN([C@@H](C)CO)C(=O)c2cc(NC(=O)NC3CCCCC3)ccc2O[C@H]1CN(C)C(=O)Nc1ccc(F)cc1
→ -7 | -0.4
C[C@H](CO)N1C[C@H](C)[C@@H](CN(C)C(=O)CN(C)C)Oc2cc(C#Cc3ccc(F)cc3)ccc2S1(=O)=O
→ -12 | -2.1
C[C@H]1CN([C@@H](C)CO)C(=O)c2cc(NC(=O)Cc3ccccc3)ccc2O[C@@H]1CN(C)Cc1ccc(C(=O)O)cc1
→ 5 | 1.0
C[C@@H](NC(=O)C[C@@H]1CC[C@@H](NC(=O)CN2CCOCC2)[C@H](CO)O1)c1ccccc1
→ -3 | 0.3
O=C(C[C@H]1CC[C@H](NC(=O)c2ccccc2)[C@@H](CO)O1)NCc1ccc(Oc2ccccc2)cc1
→ -2 | 0.1
O=C(C[C@@H]1C=C[C@H](NC(=O)C2CCOCC2)[C@H](CO)O1)NCc1ccncc1
→ 7 | 0.2
COCCCC/C(=N\OCCN)c1ccc(C(F)(F)F)cc1
→ . | -0.4
CO[C@H]1CN(C)C(=O)c2cc(NS(=O)(=O)c3c(C)noc3C)ccc2OC[C@@H](C)NC[C@H]1C
→ 7 | 0.2
Cc1cccc(S(=O)(=O)N[C@H]2CC[C@H](CCNC(=O)Nc3cc(F)ccc3F)O[C@@H]2CO)c1
→ 7 | -0.4
COc1ccc2c(C)cc(=O)oc2c1
→ -11 | 0.0
CCCN1C[C@@H](C)[C@H](OC)CN(C)C(=O)c2cc(NC(=O)c3cnccn3)ccc2OC[C@@H]1C
→ 4 | 0.3
N#CCCSc1nnc(-c2ccncc2)n1Cc1ccccc1
→ 5 | 1.5
Cc1ccccc1-c1cnc2c(c1)C(=O)N([C@@H](C)CO)C[C@@H](C)[C@H](CN(C)CC1CCOCC1)O2
→ . | 0.0
COc1ccc(NC(=O)N(C)C[C@@H]2Oc3ccc(NC(=O)Nc4ccc5c(c4)OCO5)cc3C(=O)N([C@H](C)CO)C[C@H]2C)cc1
→ . | -13
Cc1ccccc1-c1ccc2c(c1)O[C@@H](CN(C)C(=O)c1ccccn1)[C@H](C)CN([C@H](C)CO)S2(=O)=O
→ -12 | -1.5
Cc1noc(C)c1S(=O)(=O)Nc1ccc2c(c1)C(=O)N([C@H](C)CO)C[C@H](C)[C@@H](CN(C)C(=O)Nc1ccc3c(c1)OCO3)OCCCC[C@H](C)O2
→ . | 1.6
C[C@H](CO)N1C[C@H](C)[C@@H](CN(C)CC2CCOCC2)Oc2ncc(C#C[C@@H](C)O)cc2C1=O
→ 9 | .
CC(C)NC(=O)N(C)C[C@@H]1Oc2c(NS(C)(=O)=O)cccc2C(=O)N([C@H](C)CO)C[C@H]1C
→ 3 | 2.8
CN1CCN(C(=O)C2=C[C@H](c3csc4ccccc34)C[C@H](OCc3ccc(CO)cc3)O2)CC1
→ 0 | .
COc1ccccc1S(=O)(=O)Nc1ccc2c(c1)C(=O)N(C)C[C@@H](OC)[C@@H](C)CN[C@H](C)CO2
→ -3 | 0.1
Cc1c(NC(=O)COc2ccc(Cl)cc2Cl)cccc1-c1nc2cc(Cl)ccc2o1
→ -3 | 0.3
C[C@@H]1CN([C@@H](C)CO)C(=O)c2cc(-c3cccnc3)cnc2O[C@@H]1CN(C)C(=O)Nc1ccc(C(F)(F)F)cc1
→ 13 | -0.3
COc1ccc(CCNc2nc(-c3ccc(NC(C)=O)cc3)cs2)cc1OC
→ -22 | 0.1
CS(=O)(=O)N(CC(=O)Nc1ccc(I)cc1)c1ccc(Cl)c(Cl)c1
→ 36 | 0.0
C[C@H]1CN([C@@H](C)CO)C(=O)c2cccc(NS(=O)(=O)c3cn(C)cn3)c2O[C@@H]1CN(C)Cc1ccc(C(=O)Nc2ccccc2N)cc1
→ -12 | .
CO[C@H](CN(C)S(=O)(=O)c1cccc(Cl)c1)[C@H](C)CN([C@H](C)CO)S(=O)(=O)c1cccc(Cl)c1
→ 21 | -0.6
C[C@H](CO)N1C[C@H](C)[C@H](CN(C)C(=O)C2CCC2)Oc2cc(-c3ccncc3)ccc2S1(=O)=O
→ 4 | .
CCOc1ccc(Br)cc1CNCc1cccnc1
→ -4 | 0.8
C[C@@H]1CCCCO[C@@H](CN(C)C(=O)Nc2ccccc2)[C@@H](C)CN([C@H](C)CO)C(=O)c2cc(NS(=O)(=O)c3ccc(Cl)cc3)ccc2O1
→ . | 0.9
CC(C)NC(=O)N[C@@H]1CC[C@H](CCNC(=O)C2CC2)O[C@H]1CO
→ 3 | 0.2
CN(C)CCCNC(=O)C[C@H]1C=C[C@H](NS(=O)(=O)c2ccc(F)cc2)[C@@H](CO)O1
→ 4 | 0.3
O=C(C[C@@H]1CC[C@@H](NC(=O)Cc2cccnc2)[C@H](CO)O1)NCc1ccc2c(c1)OCO2
→ -2 | -0.5
C[C@H]1CN([C@@H](C)CO)C(=O)c2c(c3ccccc3n2C)-c2ccccc2CO[C@H]1CN(C)CC1CC1
→ 11 | -1.7
CC(=O)Nc1ccccc1NC(=O)CCN1C(=O)c2ccccc2C1=O
→ -5 | 0.2
CC(C)NC(=O)Nc1ccc2c(c1)CC(=O)N([C@@H](C)CO)C[C@H](C)[C@H](CN(C)Cc1ccc3c(c1)OCO3)O2
→ -4 | 0.0
CC(C)NC(=O)N(C)C[C@H]1OCCCC[C@H](C)Oc2ccc(NC(=O)Cc3ccccc3)cc2C(=O)N([C@H](C)CO)C[C@@H]1C
→ -10 | 0.0
O=C(COc1ccc(CO)cc1Cl)Nc1ccc(F)cc1
→ -16 | 0.2
COC(=O)C[C@H]1C=C[C@H](NS(=O)(=O)c2ccc(OC)cc2)[C@@H](CO)O1
→ 5 | 0.2
CO[C@@H]1CN(C)C(=O)c2cc(NC(=O)c3cnccn3)ccc2OC[C@@H](C)NC[C@@H]1C
→ 4 | -0.6
CCCN1C[C@H](C)[C@@H](OC)CN(C)C(=O)c2cc(NC(=O)c3cccc(OC)c3)ccc2OC[C@H]1C
→ 11 | -0.2
Cc1noc(C)c1S(=O)(=O)N(C)C[C@@H]1Oc2ccc(NC(=O)Nc3cccc4ccccc34)cc2CC(=O)N([C@@H](C)CO)C[C@H]1C
→ . | 0.4
Cc1noc(C)c1S(=O)(=O)N(C)C[C@@H]1OCCCC[C@@H](C)Oc2ccc(NS(C)(=O)=O)cc2C(=O)N([C@@H](C)CO)C[C@H]1C
→ . | -6.0
CCCC(=O)Nc1ccc2c(c1)C(=O)N(C)C[C@H](OC)[C@@H](C)CN(C(=O)c1cccnc1)[C@@H](C)CO2
→ -3 | 0.4
Cc1noc(C)c1NC(=O)Nc1ccc2c(c1)C(=O)N([C@H](C)CO)C[C@H](C)[C@@H](CN(C)S(=O)(=O)c1cccs1)OCCCC[C@@H](C)O2
→ . | 0.6
C[C@@H]1CN([C@H](C)CO)C(=O)c2cc(Br)cnc2O[C@@H]1CN(C)Cc1cncnc1
→ -15 | .
C#CCNC(=O)C1=C[C@@H](C2CC2)[C@H](CCCO)[C@@H](OCC)O1
→ 7 | .
C[C@@H]1CN([C@H](C)CO)C(=O)c2cc(C#CCN(C)C)cnc2O[C@H]1CN(C)Cc1ccc2c(c1)OCO2
→ . | -1.4
O=C(C[C@@H]1C[C@H]2c3cc(NC(=O)Nc4ccc(F)cc4)ccc3O[C@H]2[C@H](CO)O1)NCC(F)(F)F
→ -5 | 0.0
Cc1ccc(S(=O)(=O)N(C)C[C@@H]2Oc3ccc(NC(=O)Nc4ccccc4)cc3CC(=O)N([C@H](C)CO)C[C@H]2C)cc1
→ -33 | -0.4
COC(=O)c1cc(OC)c(OC)cc1NC(=O)CSc1nnc(-c2cccnc2)n1C
→ 0 | 0.0
Cc1sc2ncn(CC(=O)Nc3ccc(Oc4ccccc4)cc3)c(=O)c2c1-c1ccccc1
→ -24 | -0.4
COc1ccc(S(=O)(=O)N[C@@H]2C=C[C@H](CC(=O)N3CCN(c4ccccc4)CC3)O[C@H]2CO)cc1
→ -5 | 0.0
C[C@@H]1CN([C@H](C)CO)C(=O)c2cc(-c3cccc(C#N)c3)cnc2O[C@@H]1CN(C)Cc1ccc(F)cc1
→ 7 | -0.6
O=C(CSc1nc2ccccc2c(=O)[nH]1)Nc1cccc(I)c1
→ 44 | 0.2
C[C@@H]1CCCCO[C@@H](CN(C)S(=O)(=O)c2cccs2)[C@H](C)CN([C@@H](C)CO)C(=O)c2cc(NC(=O)NC3CCCCC3)ccc2O1
→ . | 3.6
C[C@H](O)C#Cc1cnc2c(c1)C(=O)N([C@H](C)CO)C[C@@H](C)[C@H](CN(C)C(=O)CN(C)C)O2
→ -2 | .
O=C(N/N=C/c1cccc(OCCO)c1)c1ccccn1
→ 12 | 0.1
Cc1noc(C)c1NC(=O)Nc1ccc2c(c1)CC(=O)N([C@H](C)CO)C[C@@H](C)[C@H](CN(C)C(=O)NC(C)C)O2
→ . | 4.3

# (cont.)
# Value order – EZH2 inh | IDH1 mut inh
CO[C@@H]1CN(C)C(=O)c2cc(NC(=O)c3cccc(F)c3)ccc2OC[C@H](C)NC[C@H]1C
→ 3 | -0.2
CCCC#Cc1cnc2c(c1)C(=O)N([C@@H](C)CO)C[C@@H](C)[C@H](CN(C)C(=O)Nc1cccc(F)c1)O2
→ -9 | .
COC(=O)c1ccccc1NC(=O)COc1ccc(Br)cc1C(C)(C)C
→ 24 | 1.9
C[C@H](O)C#Cc1cnc2c(c1)C(=O)N([C@@H](C)CO)C[C@H](C)[C@H](CN(C)C(=O)Cc1ccccn1)O2
→ -3 | .
CCC(=O)Nc1ccc2c(c1)C(=O)N(C)C[C@@H](OC)[C@@H](C)CN(C(=O)c1ccccc1F)[C@@H](C)CO2
→ -3 | 0.1

# Compound activity deposited in PubChem BioAssay by Broad Institute.
